HepG2 tox – kills HepG2 cells in TGF-b inhibitor counter-screen; HepG2 CAGA-GFP viability, ATP luminescence, 18 h; Potency, µM (series often up to 46.1 µM), without a hit: top-dose activity change, negative = cytotoxicity, hits mostly cytotoxic; 0.76% of 410,000 active; AID 588856; note: potency is the fitted concentration of half-maximal effect; some results filed as inactive show a strong effect at the top dose
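HepG2 CAGA-GFP cells (1000/well, DMEM with 1% FBS) received compound, then TGF-beta at 500 pg/mL final, and were incubated 18 hours at 37 degrees C. Viability was read by CellTiter-Glo luminescence. Media-only wells were set as complete cell-killing and DMSO as no toxicity.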
SW480 rereplic – inducers of DNA re-replication in SW480 colon cancer cells. SW480 DNA re-replication, Hoechst DNA content imaging, 48 h. Potency, µM (highest dose often 46.1 µM), for the others: top-dose re-replication activation, usual class: activators. 1.8% of 340,000 active; note: potency is the fitted concentration of half-maximal effect; % of control where 0% means no effect; nearly all actives have a fitted effect of over 55% in size
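Cells (250 per well) received 23 nL compound or DMSO by pin tool and were kept 48 hr at 37 C, 5% CO2. Nuclei were then stained with Hoechst for 40 min and scanned for DNA content.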
ATXN2 expr inh – ATXN2 expression inhibition; Potency, µM (doses to about 57 µM), inactives show top-dose activity change, negative = inhibition, actives largely listed as inhibitors; 0.72% of 360,000 active; HEK-293 ATXN2-luciferase reporter, luminescence, 24 h; note: potency is the fitted concentration of half-maximal effect; % is set by controls: 0 for no effect and ±100 for the full control effect; nearly all actives have a fitted effect of over 55% in size
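ATXN2-luciferase reporter cells (luciferase flanked by upstream and downstream ATXN2 gene portions) were treated 24 h at 37 °C with compounds at up to 57 uM. SteadyGlo luminescence gave expression; GF-AFC fluorescence gave viability.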
S2 tox – cell viability loss in ATXN counter-screen; 0.49% of 400,000 active; S2 cells (HEK-293 line with an ATXN2-luciferase reporter) viability, CellTiter-Fluor protease fluorescence, 24 h; Potency, µM (top dose mostly 56.7 µM), hits mostly cytotoxic; note: potency is the fitted concentration of half-maximal effect; nearly all actives have a fitted effect of over 40% in size
HT1080 IDH1KD tx – kills HT-1080 cells with IDH1 knockdown | HT-1080 IDH1 knockdown viability, ATP luminescence, 48 h | Potency, µM (doses to about 46.1 µM), without a hit: at the top dose activity, negative = toxicity, hits mostly cytotoxic | 2% of 360,000 active | AID 686971;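 note: potency is the fitted concentration of half-maximal effect; 0% = DMSO wells and -100% = cell-free medium wells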
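Cytotoxicity counter-line: IDH1KD HT-1080, 48 h, CellTiter-Glo. Curves classed by r2, magnitude and activity.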
HT1080NT lethal – kills 2HG-producing HT-1080-NT fibrosarcoma cells; HT-1080-NT fibrosarcoma viability, CellTiter-Glo ATP luminescence, 48 h; Potency, µM (doses to about 46.1 µM), for the others: at the highest dose activity, negative = less viability, most hits filed as cytotoxic; 1.6% of 360,000 active; AID 686970;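 note: NT is the 2HG producing partner of a matched IDH1 knockdown line; potency is the fitted concentration of half-maximal effect; 0% = DMSO-treated cells and -100% = media-only wells without cells; nearly all actives have a fitted effect of over 55% in size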
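Viability of the 2HG-overproducing fibrosarcoma line after 48 hours of compound exposure at 37 degrees C was determined by luminescence with CellTiter-Glo, and concentration-effect curves were then fitted and categorized.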
MCF10A rerep – DNA re-replication induction in MCF 10a cells; MCF 10A DNA re-replication, Hoechst nuclear intensity, 48 h; Potency, µM (series often up to 46.1 µM), without a hit: at the highest dose activity, positive = re-replication, hits mostly activators; 2.9% of 350,000 active; AID 624296; note: potency is the fitted concentration of half-maximal effect; % of control where 0% means no effect; nearly all actives have a fitted effect of over 50% in size
KB-3-1 tox – kills parental KB-3-1 adenocarcinoma cells; 1.4% of 400,000 active; Potency, µM (top dose mostly 46.1 µM), inactives show top-dose activity change, negative = cytotoxic, most hits filed as cytotoxic; KB-3-1 viability, CellTiter-Glo ATP luminescence, 72 h; AID 1347075; note: potency is the fitted concentration of half-maximal effect; % is set by controls: 0 for no effect and ±100 for the full control effect; nearly all actives have a fitted effect of over 60% in size
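Parental KB-3-1 adenocarcinoma cells in phenol-red-free DMEM with 10% FBS were pin-treated with compounds at several concentrations, incubated 72 h at 37 °C, and viability read by CellTiter-Glo luminescence; concentration-effect curves were fitted after normalization.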
IL-1B inflam inh – blocks inflammasome-driven IL-1 beta release; THP-1 LPS/ATP IL-1B secretion, AlphaLISA, 16 h; active compounds read low; activity change, % at 57.5 µM; 4.7% of 360,000 active; AID 743279; in the data active = activity change below about -50%; inconclusive = mostly about -30% to -49%; note: % is set by controls: 0 for no effect and ±100 for the full control effect
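THP-1 cells pretreated 1 hr with compounds (up to 57.5 uM final), then stimulated with LPS (250 ng/mL final) plus ATP (1.25 mM final); secreted IL-1B measured by AlphaLISA after 16 hr, decreased signal indicating inhibition.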
An asterisk follows results filed as active; [ ] = another dose, or the depositor's remark. Unless noted, calls come from the whole dose curve; as a rule, active = well fitted curve in the direction sought with a large enough effect; inconclusive = small, poorly fitted or top-dose-only effect, or another doubt; inactive = no such curve, though single readings can be large; an effect the other way counts as inactive or inconclusive. Compounds were not picked by outcome. About 8.9% of those tested had a hit in this group.

How did Cc1nn(C)c(C)c1NC(=O)Nc1cccc(C(F)(F)F)c1 do in these assays?
HepG2 tox: 1%; SW480 rereplic: 14%; ATXN2 expr inh: -2%; S2 tox: inactive; HT1080 IDH1KD tx: 5%; HT1080NT lethal: -1%; MCF10A rerep: 14%; KB-3-1 tox: 1%; IL-1B inflam inh: 27

How did COc1ccc(CCn2c(=N)c(S(=O)(=O)c3ccc(Cl)cc3)cc3c(=O)n4ccccc4nc32)cc1 do in these assays?
HepG2 tox: -12%; SW480 rereplic: inconclusive; ATXN2 expr inh: 1%; S2 tox: inactive; HT1080 IDH1KD tx: 18%; HT1080NT lethal: 12%; MCF10A rerep: 19%; KB-3-1 tox: 17%; IL-1B inflam inh: -25

What do the screens show for `Cc1ccccc1NC(=O)CSc1ccsc1[N+](=O)[O-]`?
HepG2 tox: -14%; SW480 rereplic: -40%[inhibitor]; ATXN2 expr inh: 13%; S2 tox: inconclusive; HT1080 IDH1KD tx: 20%; HT1080NT lethal: 9%; MCF10A rerep: -2%; KB-3-1 tox: inconclusive; IL-1B inflam inh: inconclusive

Results for COc1ccc(OC)c(NC(=O)C2CCCN2C(=O)C2CCC(C)CC2)c1 (stereo unspecified) ?
HepG2 tox: -36%; SW480 rereplic: -1%; ATXN2 expr inh: -7%; S2 tox: inconclusive; HT1080 IDH1KD tx: 3%; HT1080NT lethal: 1%; MCF10A rerep: -6%; KB-3-1 tox: -6%; IL-1B inflam inh: 55

Results for COC(=O)CC1C(=O)NCCN1C(=O)c1sc2ccccc2c1Cl (stereo unspecified) ?
HepG2 tox: 98%; SW480 rereplic: -11%; S2 tox: inactive; HT1080 IDH1KD tx: -2%; HT1080NT lethal: 2%; MCF10A rerep: -2%; KB-3-1 tox: 3%; IL-1B inflam inh: 12

How did Cc1cccc(NC(=O)CSc2nnc(-c3ccccc3)n2N)c1C do in these assays?
HepG2 tox: 1%; SW480 rereplic: 1%; ATXN2 expr inh: 18%; S2 tox: inactive; HT1080 IDH1KD tx: 0%; HT1080NT lethal: 1%; MCF10A rerep: 0%; KB-3-1 tox: 4%; IL-1B inflam inh: -10

How did CC(C)Oc1ccc(CCc2n[nH]c(=S)n2-c2ccccc2)cc1 do in these assays?
HepG2 tox: -8%; SW480 rereplic: 22%; ATXN2 expr inh: -4%[11.3 µM]; S2 tox: inactive; HT1080 IDH1KD tx: -6%; HT1080NT lethal: -3%; MCF10A rerep: 1%; KB-3-1 tox: -21%; IL-1B inflam inh: 15

Results for O=C(COc1ccc(Br)cc1)NN1C(=O)c2ccccc2C1=O ?
HepG2 tox: -16%; SW480 rereplic: 5%; ATXN2 expr inh: -1%; S2 tox: inactive; HT1080 IDH1KD tx: 21%; HT1080NT lethal: 24%; MCF10A rerep: inconclusive; KB-3-1 tox: -2%; IL-1B inflam inh: -10

How did Cc1ccsc1/C=C1/NC(=O)N(Cc2ccc(F)cc2)C1=O do in these assays?
HepG2 tox: -10%; SW480 rereplic: 24%; S2 tox: inactive; HT1080 IDH1KD tx: -22%; HT1080NT lethal: -15%; MCF10A rerep: inconclusive; KB-3-1 tox: 1%; IL-1B inflam inh: 0

Results for CN(C)c1ccc(C=Nc2ccccc2)cc1 ?
HepG2 tox: 4%; SW480 rereplic: -8%; ATXN2 expr inh: 2%; S2 tox: inactive; HT1080 IDH1KD tx: -2%; HT1080NT lethal: 6%; MCF10A rerep: 1%; KB-3-1 tox: 13%; IL-1B inflam inh: -14

Results for O=C(c1cccnc1)N1CCN(CCCc2ccccc2)CC1 ?
HepG2 tox: -3%; SW480 rereplic: -2%; ATXN2 expr inh: -19%; S2 tox: inactive; HT1080 IDH1KD tx: -2%[9.24 µM]; HT1080NT lethal: 0%; MCF10A rerep: 0%; KB-3-1 tox: 5%; IL-1B inflam inh: 10

What do the screens show for `COc1ccc(CNC(=O)CCCn2nc(C)n3ccnc3c2=O)cc1`?
HepG2 tox: -2%; SW480 rereplic: -12%; ATXN2 expr inh: -29%; S2 tox: inactive; HT1080 IDH1KD tx: 6%; HT1080NT lethal: -10%; MCF10A rerep: -1%; KB-3-1 tox: 1%; IL-1B inflam inh: 6

What do the screens show for `COc1ccc(/C=C/C(=O)C23CC4CC(CC(C4)C2)C3)cc1CN1CCOCC1`?
HepG2 tox: -2%; SW480 rereplic: inconclusive; S2 tox: inactive; HT1080 IDH1KD tx: inconclusive; HT1080NT lethal: inconclusive; MCF10A rerep: inconclusive; KB-3-1 tox: -22%; IL-1B inflam inh: -189*

How did Cc1cccc(CSCCNC(=O)CSCc2ccc([N+](=O)[O-])cc2)c1 do in these assays?
HepG2 tox: 0%; SW480 rereplic: -1%; ATXN2 expr inh: -10%; S2 tox: inactive; HT1080 IDH1KD tx: 1%; HT1080NT lethal: 4%; MCF10A rerep: inconclusive; KB-3-1 tox: -9%; IL-1B inflam inh: -9

Results for CN(C)c1ccc(NC(=O)Cn2ncn3c(cc4ccccc43)c2=O)cc1 ?
HepG2 tox: 8%; SW480 rereplic: 9%; ATXN2 expr inh: 24%; S2 tox: inactive; HT1080 IDH1KD tx: 0%; HT1080NT lethal: 0%; MCF10A rerep: 10%; KB-3-1 tox: -4%; IL-1B inflam inh: -20

Results for Cc1ccc(-c2nnc(CSc3nc4cc5c(cc4cc3C)OCO5)o2)cc1 ?
HepG2 tox: -13%; SW480 rereplic: -1%; ATXN2 expr inh: 1%; S2 tox: inactive; HT1080 IDH1KD tx: 29%; HT1080NT lethal: 4%; MCF10A rerep: inconclusive; KB-3-1 tox: -5%; IL-1B inflam inh: -4

Results for CN(C(=O)COC(=O)c1ccccc1SCC(=O)N1CCCC1)c1ccccc1 ?
HepG2 tox: 3%; SW480 rereplic: -14%; ATXN2 expr inh: 4%; S2 tox: inactive; HT1080 IDH1KD tx: 4%; HT1080NT lethal: 2%; MCF10A rerep: inconclusive; IL-1B inflam inh: 17

Results for CC(=O)Nc1ccc(S(=O)(=O)N(C#N)c2nc(C)cc(C)n2)cc1 ?
HepG2 tox: -34%; SW480 rereplic: -50%; ATXN2 expr inh: 16%; S2 tox: inconclusive; HT1080 IDH1KD tx: 6%; HT1080NT lethal: 5%; MCF10A rerep: 1%; KB-3-1 tox: 6%; IL-1B inflam inh: 16

Results for CCC1(C)NC(=O)N(CC(=O)c2cc(C)n(C3CC3)c2C)C1=O (stereo unspecified) ?
HepG2 tox: 1%; SW480 rereplic: -51%[inhibitor]; ATXN2 expr inh: 25%; S2 tox: inactive; HT1080 IDH1KD tx: 0%; HT1080NT lethal: 11%; MCF10A rerep: 3%; KB-3-1 tox: 3%; IL-1B inflam inh: 5

How did O=C(CSc1ccccn1)N1CCN(c2ccccc2)CC1 do in these assays?
HepG2 tox: -28%; SW480 rereplic: -6%; ATXN2 expr inh: 29%; S2 tox: inactive; HT1080 IDH1KD tx: 8%; HT1080NT lethal: 3%; MCF10A rerep: 22%; KB-3-1 tox: -15%; IL-1B inflam inh: -3

Results for COc1ccccc1C(=O)NNC(=O)c1cccc(Br)c1 ?
HepG2 tox: -17%; SW480 rereplic: -10%; ATXN2 expr inh: 21%; S2 tox: inactive; HT1080 IDH1KD tx: 1%; HT1080NT lethal: 2%; MCF10A rerep: 0%; KB-3-1 tox: 4%; IL-1B inflam inh: 21

How did CCOC(=O)CSc1nnc(CSc2nc3ccccc3c(=O)[nH]2)n1-c1ccccc1 do in these assays?
HepG2 tox: -19%; SW480 rereplic: -2%; ATXN2 expr inh: -13%; S2 tox: inactive; HT1080 IDH1KD tx: -1%; HT1080NT lethal: 3%; MCF10A rerep: inconclusive; KB-3-1 tox: 14%; IL-1B inflam inh: 9

What do the screens show for `CC(C)c1nnc(NC(=O)CCC(=O)NCc2cccs2)s1`?
HepG2 tox: 10%; SW480 rereplic: -1%; ATXN2 expr inh: 2%; S2 tox: inactive; HT1080 IDH1KD tx: -1%; HT1080NT lethal: -9%; MCF10A rerep: 0%; KB-3-1 tox: 2%; IL-1B inflam inh: 14

How did Cc1ccc(-c2nc(Nc3ccc(N4CCOCC4)cc3)c3ccccc3n2)cc1 do in these assays?
HepG2 tox: -39%; SW480 rereplic: -14%; ATXN2 expr inh: -42%; HT1080 IDH1KD tx: 21µM*; HT1080NT lethal: 18µM*; MCF10A rerep: inconclusive; KB-3-1 tox: 2%

Results for CC(C)Oc1ccc(C(=O)N2CCN(C(=O)c3ccco3)CC2)cc1 ?
HepG2 tox: 8%; SW480 rereplic: 4%; ATXN2 expr inh: -7%; S2 tox: inactive; HT1080 IDH1KD tx: 5%; HT1080NT lethal: 20%; MCF10A rerep: 6%; IL-1B inflam inh: 7

How did Clc1cccc(-c2ccc(CNCCSc3nnnn3-c3ccccc3)o2)c1 do in these assays?
HepG2 tox: -23%; ATXN2 expr inh: -35%; S2 tox: inconclusive; KB-3-1 tox: 11%

Results for O=C(Cn1cnc2cc([N+](=O)[O-])ccc2c1=O)NC(=O)NCc1ccccc1 ?
HepG2 tox: -4%; SW480 rereplic: 1%; ATXN2 expr inh: 1%; S2 tox: inactive; HT1080 IDH1KD tx: 8%; HT1080NT lethal: -9%; MCF10A rerep: 7%; KB-3-1 tox: 18%; IL-1B inflam inh: -5

Results for CC(=O)c1sc(=S)n(Cc2ccccc2)c1C ?
HepG2 tox: -17%; SW480 rereplic: -13%; ATXN2 expr inh: 8%; S2 tox: inactive; HT1080 IDH1KD tx: -4%; HT1080NT lethal: -6%; MCF10A rerep: 18%; KB-3-1 tox: -4%; IL-1B inflam inh: 0

Two entries drawn at random from the list so far:
Results for CC(=O)c1sc(=S)n(Cc2ccccc2)c1C ?
HepG2 tox: -17%; SW480 rereplic: -13%; ATXN2 expr inh: 8%; S2 tox: inactive; HT1080 IDH1KD tx: -4%; HT1080NT lethal: -6%; MCF10A rerep: 18%; KB-3-1 tox: -4%; IL-1B inflam inh: 0

Results for CN(C(=O)COC(=O)c1ccccc1SCC(=O)N1CCCC1)c1ccccc1 ?
HepG2 tox: 3%; SW480 rereplic: -14%; ATXN2 expr inh: 4%; S2 tox: inactive; HT1080 IDH1KD tx: 4%; HT1080NT lethal: 2%; MCF10A rerep: inconclusive; IL-1B inflam inh: 17
